Compound activity deposited in PubChem BioAssay by National Center for Advancing Translational Sciences (NCATS).
Giardia FBPA inh = inhibitors of Giardia lamblia fructose-1,6-bisphosphate aldolase. A8B2U2. purified Giardia FBPA. Potency, µM (highest dose often 59.6 µM), for the others: at the top dose activity, negative = inhibition, actives largely listed as inhibitors. 0.71% of 290,000 active; also: potency is read from the fitted curve at half-maximal effect; nearly all actives have a fitted effect of over 55% in size
Target sequence (A8B2U2 whole entry, looked up): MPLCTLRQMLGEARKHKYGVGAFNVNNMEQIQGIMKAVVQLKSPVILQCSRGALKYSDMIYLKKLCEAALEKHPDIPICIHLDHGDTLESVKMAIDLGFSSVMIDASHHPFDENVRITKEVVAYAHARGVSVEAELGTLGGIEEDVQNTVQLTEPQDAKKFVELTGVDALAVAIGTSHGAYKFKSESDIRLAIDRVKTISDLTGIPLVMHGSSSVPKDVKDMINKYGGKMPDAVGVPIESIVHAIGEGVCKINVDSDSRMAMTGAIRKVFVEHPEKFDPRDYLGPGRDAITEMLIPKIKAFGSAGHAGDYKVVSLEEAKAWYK
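Giardia FBPA (40 nM reagent) was preincubated 10 min at RT with compound (up to 57.5 uM final), then substrate plus GAPDH/TPI/NAD/arsenate coupling system with diaphorase/resazurin was added; resorufin fluorescence (525/598 nm) was read after 20 min.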
Sm TGR inh = blocks Schistosoma mansoni thioredoxin glutathione reductase | 3% of 360,000 active | purified TGR, DTNB reduction, TNB absorbance 405 nm | AID 485364 | Q962Y6 | Potency, µM (series often up to 114 µM), for inactives: at the highest dose activity change, negative = inhibition, hits mostly inhibitors; also: potency is read from the fitted curve at half-maximal effect; nearly all actives have a fitted effect of over 60% in size
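TGR 20 nM + NADPH 100 uM (dispensed conc.), cpd preinc 15 min RT; start with NADPH (500 uM addition) then DTNB (15 mM addition). Kinetic TNB absorbance, 405 nm filter. Four-parameter Hill fit across titration.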
AmpC inh no detg = inhibitors of E. coli AmpC beta-lactamase without detergent | P00811 | AmpC nitrocefin hydrolysis, absorbance 480 nm, 0.0001% Triton | Potency, µM (top dose mostly 57.1 µM), without a hit: top-dose activity change, negative = inhibition, most hits filed as inhibitors | 0.52% of 330,000 active | AID 485341;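 also: potency is read from the fitted curve at half-maximal effect; plate controls were no compound for no effect and no enzyme for full effect; nearly all actives have a fitted effect of over 20% in size; some results filed as inactive show a strong effect at the top dose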
Target sequence (P00811 whole entry, looked up): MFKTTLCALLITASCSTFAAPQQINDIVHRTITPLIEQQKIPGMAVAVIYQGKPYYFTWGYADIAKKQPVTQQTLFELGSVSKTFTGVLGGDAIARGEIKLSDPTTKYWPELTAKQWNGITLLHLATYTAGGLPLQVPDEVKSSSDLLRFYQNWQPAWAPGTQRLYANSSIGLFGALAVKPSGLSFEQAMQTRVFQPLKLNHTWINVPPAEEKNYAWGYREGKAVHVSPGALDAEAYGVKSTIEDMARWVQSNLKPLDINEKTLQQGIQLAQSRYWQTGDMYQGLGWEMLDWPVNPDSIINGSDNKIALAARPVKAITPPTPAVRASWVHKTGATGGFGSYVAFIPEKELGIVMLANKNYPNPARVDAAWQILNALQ
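20 mM phosphate pH 7.0 + 0.01% (detergent screen) or 0.0001% Triton X-100; 5.3 nM AmpC reagent; cpd preinc 15 min RT; nitrocefin (800 uM stock) to start; A480 q20 s × 4 min; Activity was normalised to no-enzyme and no-compound control wells.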
HCMV antiviral = human cytomegalovirus inhibition; HFF cells, HCMV-luciferase reporter, 72 h; hits give low values; activity change, negative = inhibition, % at 57.5 µM; 4.5% of 410,000 active; AID 1259415; in the data active = activity change below about -60%; inconclusive = no clear call, values can overlap the other calls; inactive = above about -39%
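Inhibition of viral replication was scored as loss of reporter luminescence in HFFs infected with HCMV-luciferase (MOI 1 PFU/cell) for 72 h; compounds tested at 2 doses, normalized to buffer and Salinomycin controls.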
AmpC inh detg = inhibitors of E. coli AmpC beta-lactamase with detergent | AID 485294 | Potency, µM (series often up to 114 µM), without a hit: at the top dose activity change, negative = inhibition, hits mostly inhibitors | 0.041% of 370,000 active | AmpC hydrolysis of nitrocefin, absorbance 480 nm, 0.01% Triton | P00811;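 also: potency is read from the fitted curve at half-maximal effect; 0% = no-compound wells and -100% = no-enzyme wells; nearly all actives have a fitted effect of over 25% in size; some results filed as inactive show a strong effect at the top dose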
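AmpC (5.3 nM in the dispensed reagent) in 20 mM phosphate pH 7.0 with 0.01% (detergent screen) or 0.0001% Triton X-100 was preincubated with compounds for 15 min at room temperature. Nitrocefin was then added from an 800 uM solution, and hydrolysis was followed at 480 nm.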
AMA1 RON2 block = disrupts binding of P. falciparum AMA1 to RON2 | AlphaScreen AMA1-biotinylated RON2 peptide binding | Potency, µM (top dose mostly 58.2 µM), inactives show top-dose activity change, negative = inhibition, hits mostly inhibitors | 0.2% of 360,000 active;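 also: potency is read from the fitted curve at half-maximal effect; 0% = vehicle wells and -100% = peptide control; nearly all actives have a fitted effect of over 45% in size; some results filed as inactive show a strong effect at the top dose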
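AMA1 (3D7) with his tag at 25 nM final met compounds first, then biotinylated RON2 peptide at 25 nM; detection used donor plus acceptor beads, 10 µg/mL apiece, read by AlphaScreen after 30 min at room temperature.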
The depositor's hits bear a star; u = inconclusive; x = no result given; [ ] = another dose, or the depositor's remark. Unless noted, calls follow the shape of the dose curve; as a rule, active = well fitted curve in the direction sought with a large enough effect; inconclusive = small, poorly fitted or top-dose-only effect, or another doubt; inactive = no such curve, though single readings can be large; an effect the other way counts as inactive or inconclusive. Unless noted, % is scaled to controls: 0 for no effect and ±100 for the full control effect.

SMILES | Giardia FBPA inh | Sm TGR inh | AmpC inh no detg | HCMV antiviral | AmpC inh detg | AMA1 RON2 block
O=C(O)c1ccc(Nc2nc(-c3cccnc3)cs2)cc1O | -3% | -23% | -31% | 10 | 1% | 4%
COC(=O)c1ccccc1NC(=S)NC(NC(=O)c1ccco1)C(Cl)(Cl)Cl (centres undefined) | 1% | 10% | -54% | 2 | 3% | 72%[activator]
Cc1onc(-c2ccccc2)c1C(=O)Nc1ccc(S(=O)(=O)N2CCCCC2)cc1 | -8% | 2% | -30% | -3 | u | 6%
CC(=O)c1cccc(NC(=O)N2C3CCC2CC(O)(c2cccnc2)C3)c1 (centres undefined) | 1% | -2% | -11% | 5 | 0% | 41%[activator]
O=C(Nc1nccs1)c1ccc(Br)cc1 | -7% | u | -9% | 59 | -2% | 43%[activator]
COc1ccc(OC)c(NC(=O)C(=O)NNC(=O)c2cccs2)c1 | 25% | -6% | -11% | -13 | 1% | 101%[activator]
NC(=O)COC(=O)CCCc1c[nH]c2ccccc12 | 3% | 0% | -17% | -2 | u | -4%
COc1cccc(CN2CCCCC2c2cccnc2)c1 (centres undefined) | -9% | 0% | 17% | 15 | -11% | -5%
CC(C)C[C@H](NC(=O)Nc1cccc(C(F)(F)F)c1)C(=O)O | 4% | 4% | -13% | -16 | u | -6%
O=C1COc2cc(S(=O)(=O)CCC(=O)N3CCN(c4cccc(Cl)c4)CC3)c(Cl)cc2N1 | x | -2% | x | u | 22% | x
COc1ccc(OC)c(NC(=O)Cn2cc(C#N)c3ccccc32)c1 | -15% | 6% | -9% | 72 | -1% | -4%
O=C(Nc1cccc2ncccc12)c1ccc([N+](=O)[O-])o1 | 5% | u | -5% | -100* | 4% | 5%
O=C(Nc1ccc(Cl)cc1)c1cc2nc(-c3ccc4c(c3)OCO4)cc(C(F)(F)F)n2n1 | x | 9% | x | 7 | 2% | x
CCS(=O)(=O)Nc1cccc(C(=C2CCCCC2)c2cnc[nH]2)c1 | -3% | -5% | -3% | -17 | u | -3%
Cc1ccc(O)c(C(CC(=O)NC(C)C)c2ccccc2)c1 (centres undefined) | 8% | x | -6% | -35 | 6% | 3%
Cn1cc(/C=N/NC(=O)c2ccc(C#N)cc2F)c2ccccc21 | u | 9% | -24% | -28 | u | 83%[activator]
COc1ccc(S(=O)(=O)NNC(=O)c2cc3cc4ccccc4nc3s2)cc1 | -8% | 0% | -37% | 32 | -11% | 34%[activator]
COc1cc2cc(CCOC(=O)c3ccc(C#N)cc3)oc(=O)c2cc1OC | x | u | -25% | 12 | 8% | -1%
CSc1ccccc1OCc1cc(C(=O)NC(C)Cn2cncn2)no1 (centres undefined) | -13% | -27% | 25% | 36 | -6% | 9%
Cc1ccc(S(=O)(=O)NCC(=O)OCC(=O)N2CC(C)OC(C)C2)cc1 (centres undefined) | x | x | -11% | -10 | x | -2%
CC1CCN(CC(=O)c2cccs2)CC1 | 2% | -1% | 0%[2.29 µM] | 47 | -1% | -9%
O=C(COC(=O)c1cccc(Cl)c1)Nc1cccc(S(=O)(=O)NC2=NCCC2)c1 | x | x | -14% | 0 | x | -1%
CC1CC(C)(C)NC(=S)N1CCCC(=O)Nc1ccc2c(c1)OCCO2 (centres undefined) | u | 2% | -3% | -32 | -5% | -8%
C/C(=N/OCC(=O)Nc1ccccc1)c1cccs1 | -2% | 11% | -19% | -21 | -4% | 4%
C[C@@H]1CN(C2CCN(Cc3nc(C(c4ccccc4)c4ccccc4)no3)CC2)C[C@H](C)O1 | 1% | 8% | -4% | -15 | u | -5%

(list continues)
SMILES | Giardia FBPA inh | Sm TGR inh | AmpC inh no detg | HCMV antiviral | AmpC inh detg | AMA1 RON2 block
O=C1N=C(N2CCN(Cc3ccccc3)CC2)S/C1=C/c1cccs1 | -1% | 0% | 4% | 41 | -6% | -21%
CCn1c(=O)c2c(nc3n2CC(C)CN3CCc2ccccc2)n(C)c1=O (centres undefined) | -5% | -4% | 72%[activator] | -9 | u | -26%
O=C(O)c1ccc(S(=O)(=O)N2CCSCC2)cc1 | 9% | 6% | -17% | 6 | u | -1%
CCOc1ccc2c(c1)c1nnc(SCC(=O)N3CCCCC3C)nc1n2C (centres undefined) | 5% | -3% | 24% | -1 | -15% | -7%
CCN(CC)CCNC(=O)c1cc2cc3ccc(OC)cc3nc2o1 | 1% | 20% | -6% | -3 | -1% | -1%
CCOC(=O)C1=C(c2ccccc2)OC(N)=C(C#N)C1c1ccco1 (centres undefined) | -7% | u | -17% | -22 | -19% | 1%
COc1cccc(C(c2c(O)cc(C)n(Cc3ccco3)c2=O)N2CCN(c3ccccc3)CC2)c1 (centres undefined) | x | 3.2µM* | x | 8 | -1% | x
O=C(CSc1nc2ccc(Cl)cc2[nH]1)NC1CCCc2ccccc21 (centres undefined) | u | 3% | -35% | -74* | -8% | -9%
Cn1cc(S(=O)(=O)N2CCOCC2)cc1C(=O)Nc1cccc(Cl)c1 | 4% | 3% | 60% | 0 | -11% | 14%
C=CCOC(=O)Cn1cnc2c(sc3nc(C)cc(C)c32)c1=O | -2% | -2% | -1% | u | 10% | -4%
O=C(O)COc1ccc(-c2nccc(-c3ccccn3)n2)cc1 | u | 1% | -36% | -71* | -13% | 16%
CCCCOc1c(Br)cc(CNCCCN2CCOCC2)cc1OC | 20µM* | 0% | 46%[activator] | -24 | -11% | 4%
COc1cccc(/C=N/NC(=O)C(=O)Nc2ccccc2OC(F)(F)C(F)F)c1 | -1% | 0% | -47% | 22 | u | -13%
COc1ccc(N2CCN(C(=O)CCc3c[nH]c4ccccc34)CC2)cc1 | -1% | -6% | 36% | -8 | 0% | -10%
c1ccc2cc(CNCc3cccc4ccccc34)ccc2c1 | 0% | 21% | -31% | 9 | 4% | -25%
O=C(Nc1nc2nc(-c3ccccc3)cc(=O)n2[nH]1)c1ccc(F)cc1 | x | -9% | -22% | 8 | -3% | x
COc1ccc(-c2cc(=NCCC(=O)O)c3cc(C)ccc3o2)cc1 | 8% | -16% | 105%[activator] | 150 | 1% | 0%
O=C(O)/C=C/C(=O)Nc1ccc(OC(F)(F)Cl)cc1 | 13% | x | -20% | -16 | 2% | -4%
Cn1c(N)c(C(=O)COC(=O)c2ccc(OC(F)F)cc2)c(=O)n(C)c1=O | x | -8% | 23% | 2 | 1% | 5%
C[C@H]1CN([C@@H](C)CO)C(=O)c2cccc(NC(=O)C3CC3)c2O[C@H]1CN(C)Cc1ccc(C(F)(F)F)cc1 | x | x | 197%[activator] | -88* | x | 1%
O=C(/C=C\c1ccco1)Nc1nc(-c2ccc3ccccc3c2)cs1 | -9% | 1% | -40% | -76* | -1% | -18%
O=C(CSc1nnnn1-c1ccccc1)N1CCN(C(=O)c2ccco2)CC1 | 0% | -3% | -15% | -3 | 6% | -4%
COc1nc(N/N=C/c2ccc(C)cc2)nc(N2CCCCC2)n1 | 3% | 5% | -4% | 23 | u | 12%
C(=N\N1CCOCC1)/c1ccsc1 | 9% | 5% | -12% | 15 | 2% | 1%
COc1ccccc1N1CCN(C2CCN(C3CCC(c4ccccc4)CC3)CC2)CC1 (centres undefined) | u | -33% | -4% | x | 0% | x

Retrieved by structure from above:
SMILES | Giardia FBPA inh | Sm TGR inh | AmpC inh no detg | HCMV antiviral | AmpC inh detg | AMA1 RON2 block
CC1CC(C)(C)NC(=S)N1CCCC(=O)Nc1ccc2c(c1)OCCO2 (centres undefined) | u | 2% | -3% | -32 | -5% | -8%
CCn1c(=O)c2c(nc3n2CC(C)CN3CCc2ccccc2)n(C)c1=O (centres undefined) | -5% | -4% | 72%[activator] | -9 | u | -26%
O=C(O)c1ccc(Nc2nc(-c3cccnc3)cs2)cc1O | -3% | -23% | -31% | 10 | 1% | 4%
CC(C)C[C@H](NC(=O)Nc1cccc(C(F)(F)F)c1)C(=O)O | 4% | 4% | -13% | -16 | u | -6%
O=C(O)/C=C/C(=O)Nc1ccc(OC(F)(F)Cl)cc1 | 13% | x | -20% | -16 | 2% | -4%

The list continues:
SMILES | Giardia FBPA inh | Sm TGR inh | AmpC inh no detg | HCMV antiviral | AmpC inh detg | AMA1 RON2 block
COc1cccc(/C=N/NC(=O)CNC(=O)c2ccc3c(c2)OCCO3)c1O | -29% | 6% | -34% | 12 | 3% | 65%[activator]
CCN(CC)c1nc(-c2ccccc2)ncc1S(=O)(=O)c1ccc(C)cc1 | 1% | 21% | -4% | 6 | 6% | 10%
COc1ccc(CNC(=O)C(Cc2ccccc2)NS(=O)(=O)c2ccc3c(c2)CCN3C(C)=O)cc1 (centres undefined) | x | -8% | x | -13 | 0% | x
CC(C)OC(=O)CSc1nnc(-c2cnccn2)n1C | -3% | -1% | -14% | 3 | -7% | -9%
O=[N+]([O-])/C(N=Nc1ccccc1)=N\Nc1ccccc1 | u | x | -9% | 5 | 1% | 12%
CCOC(=O)N1CCN(c2cc(=O)n(-c3ccccc3Cl)c(=O)[nH]2)CC1 | 0% | u | -50% | 25 | u | 22%
O=C1N(Cc2cccnc2)C[C@@H]2C[C@@H](c3ccc(C(F)(F)F)cc3)N3CCC[C@@]123 | 1% | -25% | 66%[activator] | -7 | 10% | 1%
Cc1cc2cc(C)c3nnc(SCC(=O)Nc4ccc(S(=O)(=O)N5CCCCC5)cc4)n3c2cc1C | 3% | -3% | -15% | u | -12% | 7%
Cc1ccc(C(=O)C2CCN(S(=O)(=O)c3ccccc3C(=O)O)CC2)cc1 | 13% | -10% | -17% | 15 | -6% | 0%
Cc1nnc(NC(=O)c2ccc(C)c(S(=O)(=O)N3CCCCCC3)c2)s1 | 12% | -2% | -24% | -1 | -9% | -1%
CCn1c(C)[n+](CC)c2ccc(S(=O)(=O)NC)cc21 | -1% | -7%[57.1 µM] | -17% | u | -8% | 24%
NNC(=O)CSc1nc(-c2ccccc2)nc2c1CCCC2 | 0% | 16% | 24% | -38 | -5% | 14%
N/C(=N\OC(=O)c1ccc(Cl)c(Cl)c1)c1cccc(CSc2ccccn2)c1 | 0% | -9% | -21% | 73 | 7% | 14%
Cc1ccc(C(O)CSc2nnc(-c3ccc4ccccc4c3)n2C)cc1 (centres undefined) | 0% | -1% | 0% | 10 | 3% | 3%
Cc1cccc(C)c1NC(=O)CSc1nnc(-c2cccnc2)o1 | 4% | 1% | -17% | 21 | -14% | 12%
Cc1ccc(NC(C#N)c2ccccc2OCc2ccccc2)cc1 (centres undefined) | 1% | 20% | -15% | -34 | -5% | 25%
CCc1ccc(NC(=O)CSc2ccc(-c3cccnc3)nn2)cc1 | -4% | 13% | 35% | u | -4% | 0%
FC(F)(F)Oc1ccc(NC(=S)Nc2ccccc2N2CCOCC2)cc1 | -8% | 1% | 0% | u | 0% | 28%
COc1ccc(CCNC(=O)CCCCCNC(=O)N2CCn3c2nc2ccccc23)cc1OC | x | 0% | 146%[activator] | 26 | -4% | -1%
NS(=O)(=O)c1ccc(NC(=S)NCc2ccc(Cl)cc2)cc1 | 16µM* | u | -40% | 0 | -5% | -7%
